H37Rv inhibition – M. tuberculosis growth inhibition, HTS (AID 449762). inhibition, % at 25 µM; hits with a dose series show IC50 in µM. M. tuberculosis H37Rv growth inhibition, 7H9 media; higher % means a stronger effect. 0.59% of 330,000 active; in the data active = a potency from the dose series; inconclusive = inhibition above about 70% without an active follow-up result;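 also: bacterial growth assessed after seven days of incubation; strong numbers were not always called active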
PhoP GFP inhibition – PhoP regulon inhibitors, Salmonella typhi PhoP promoter GFP reporter, confirmatory (AID 1850) | Salmonella Typhi PhoP-promoter GFP reporter, fluorescence, 4 h; higher % means a stronger effect | inhibition, % at 50 µM, or IC50 in µM where a hit was titrated | 0.33% of 310,000 active; in the data active = a potency from the dose series; inconclusive = inhibition mostly from about 25% at the one dose, without a potency; inactive = the rest, 99 in 100 with inhibition below about 19%;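 also: 0% = induced wells with vehicle and 100% = uninduced wells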
influenza NS1A – H1N1 influenza NS1A inhibitors, functional cell based assay (AID 504329); NS1A functional cell-based assay, percent inhibition; higher % means a stronger effect; one-dose inhibition, % at 12.5 µM; IC50 in µM for titrated hits; 0.3% of 340,000 active; in the data active = a potency from the dose series; inconclusive = inhibition above about 27% without an active follow-up result; also: strong numbers were not always called active
M. tuberculosis – growth inhibition of non-replicating M. tuberculosis (AID 488890); Mycobacterium tuberculosis non-replicating, growth inhibition; higher % means a stronger effect; one-dose inhibition, % at 25 µM; IC50 in µM for titrated hits; 0.39% of 320,000 active; in the data active = a potency from the dose series; inconclusive = inhibition mostly from about 82% at the one dose, without a potency; inactive = the rest, 99 in 100 with inhibition below about 76%;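 also: plate controls were DMSO cells for no effect and high antibiotic wells for full effect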
inhibitors of VEEV – inhibitors of VEEV TC-83 cytopathic effect, confirmation, Vero cells (AID 588727); Vero cells, VEEV TC-83 cytopathic effect inhibition; higher % means a stronger effect; inhibition, % at 20 µM; hits with a dose series show IC50 in µM; 0.13% of 350,000 active; in the data active = a potency from the dose series; inconclusive = inhibition mostly from about 14% at the one dose, without a potency; inactive = the rest, 99 in 100 with inhibition below about 12%; also: strong numbers were not always called active
inhibitors of VEEV 10K pilot screen – further read-out of inhibitors of VEEV, marked with its call; inhibition, %; measured here: 10K pilot screen inhibition
Starred values were filed as active, the others as inactive; i = inactive; ? = inconclusive; . = not tested or not shown.

SMILES | H37Rv inhibition | PhoP GFP inhibition | influenza NS1A | M. tuberculosis | inhibitors of VEEV | others
O=C(N1CCOCC1)C1(S(=O)(=O)c2ccccc2)CC=CC1 | 2% | 6% | -9% | -1% | 0.4% | inhibitors of VEEV 10K pilot screen=0.8
CCOC(=O)N1CCN(C(=O)COC(=O)Cc2ccc(OC)cc2)CC1 | -5% | 4% | 10% | 6% | 1.2%
Cc1ccc(NS(=O)(=O)c2ccc(Br)cc2)nc1 | 10% | 3% | . | 6% | 0.1%
CN1C(=O)c2ccccc2C(C(=O)NCCCN2CCCC2)C1c1c[nH]c2ccccc12 (stereo not given) | -12% | 0% | 6% | 21% | i
Cc1nc(-c2ccc(NC(=O)/C=C\C(=O)O)cc2)cs1 | ? | -7% | -2% | 3% | 1.1%
COc1ccc(NC2=C(Cl)C(=O)N(c3ccccc3)C2=O)c(OC)c1 | 25% | 5% | -4% | ? | i
O=C(Cn1cnc2c(NCc3ccccc3)ncnc21)NCCCN1CCCC1=O | . | . | -21% | . | i
COc1cccc(NC(=O)CN(C)C(C)C(=O)N2CCCCC2)c1 (stereo not given) | 3% | . | -12% | -1% | i
O=C(NCCc1ccc(Cl)cc1)C1COc2ccccc2O1 (stereo not given) | 9% | 3% | 7% | 72% | i
Cc1nc(C)c(C(=O)N(c2ccc(F)cc2)C(C(=O)NCC2CCCO2)c2ccccc2)s1 (stereo not given) | 7% | 8% | 1% | -4% | 0.4%
O=C(c1ccc(NC(=S)Nc2ccc(F)cc2F)cc1)N1CCOCC1 | -1% | -2% | -3% | 0% | 0.9%
O=c1oc(-c2cccs2)nc2ccccc12 | -4% | 2% | -11% | . | i
C#CCNC(=O)C1=C[C@H](c2ccc(Br)cc2)[C@@H](CCCO)[C@H](OCC)O1 | -6% | -4% | -7% | -18% | i
O=C(O)Cn1cc(C(=O)C2CC2)c2ccccc21 | -3% | 7% | 6% | 1% | 3.3%
CC1(C)Oc2ccc(C(=O)NC3CC3)cc2N(CC(=O)N2CCOCC2)C1=O | -3% | -5% | -4% | -5% | i
COCCNC(=O)C1Cc2c(ccc3ccccc23)O1 (stereo not given) | -9% | -1% | -3% | 9% | 1.2%
COCCn1c(SCC(=O)NCCc2ccc(OC)c(OC)c2)nc2c([nH]c3ccccc32)c1=O | 7% | -5% | 2% | -9% | 0.8%
O=C(Cc1c(F)cccc1Cl)Nc1ccon1 | 5% | 4% | 6% | 4% | 1.3%
CCOC(=O)c1c(C)nc(C)c(C(=O)OCC)c1-c1ccc(OC)cc1 | 0% | -2% | -12% | 6% | i
O=C1CCC(=O)N1CN(C(=O)c1ccco1)c1ccccc1 | -9% | -1% | -2% | -7% | 0.2%
O=C(c1cccc(S(=O)(=O)N2CCCCC2)c1)N1CCc2ccccc21 | -5% | -6% | 1% | 2% | i
Cc1ccccc1CC1(CO)CCCN(Cc2ccccc2Cl)C1 (stereo not given) | 7% | 10% | 1% | 2% | 0.0%
CCOC(=O)c1ccc2[nH]c(-c3ccc(S(=O)(=O)F)cc3)cc(=O)c2c1 | 7% | -12% | -1% | 2% | 1.4%
CC(C)COc1ccc(C(=O)NCc2ccco2)cc1 | -3% | 3% | -2% | 69% | 1.8%
COc1ccc(C(CNC(=O)c2ccc(S(=O)(=O)Nc3cccc(C)c3C)cc2)N2CCOCC2)cc1 (stereo not given) | . | . | -4% | . | 6.1%
CC(=O)c1ccc(C(=O)NC2CCCN(Cc3ccc(Cl)cc3)C2)s1 (stereo not given) | 1% | -8% | 16% | 12% | 1.9%
COc1cc2ncnc(NCc3ccc(C)o3)c2cc1OC | -6% | 1% | 5% | -7% | i
Cc1ccc(N(CC(=O)NCc2ccccc2)C(=O)CCC(=O)Nc2nccs2)cc1 | 4% | 12% | -9% | -6% | i
COc1ccccc1N(C)S(=O)(=O)c1ccc(C(=O)N2CCC(C(N)=O)CC2)cc1 | 8% | 7% | -2% | 8% | 0.1%
Cc1ccc(S(=O)(=O)/N=C(/c2ccccc2)N2CCOCC2)c(C)c1 | -8% | 12% | . | -13% | 7.6%
CCN(CC)CCn1c(SCC(=O)NCc2ccco2)nc2c(sc3ccccc32)c1=O | 7% | -18% | 9% | 18% | 4.2% | inhibitors of VEEV 10K pilot screen=0.2
c1ccc(Nc2nc(N3CCCCC3)nc(N3CCNCC3)n2)cc1 | 46µM* | 10% | -3% | 74% | 1.0%
COc1cc(/C=N/N2CCN(Cc3ccc(Cl)cc3)CC2)ccc1OC(C)=O | 5% | -4% | 12% | -3% | 0.1%
O=C(NCCSc1ccc(Cl)cc1)c1ccco1 | -1% | 17% | -5% | 22% | 1.6%
CCCN(CC1CC1)C(=O)CSc1ncnc2sccc12 | 0% | -7% | -6% | 13% | 0.6%
CC(=O)c1ccc(OCc2cc(C(=O)N(C)C3CCOC3)no2)cc1 (stereo not given) | 3% | -5% | 12% | 0% | 2.9%
CCOC(=O)CCc1c(C)c2ccc(OCc3cc([N+](=O)[O-])ccc3OC)c(C)c2oc1=O | -6% | -3% | . | 8% | .
O=S(=O)(/C=C/c1ccccc1)N1CCN(c2nc(-c3cccnc3)nc3ccccc23)CC1 | 24% | 3% | . | -19% | 10%
Cc1nc(/C=C\C(=O)O)c2cc(C)oc2n1 | 17% | 5% | -3% | 69% | 0.6%
COC(=O)CN(c1ccc(C)cc1)S(=O)(=O)c1c(C)[nH]c(=O)[nH]c1=O | -7% | -2% | 3% | 2% | 0.1%
S=C(NC1CCCC1)NC1CCCC1 | 0% | -1% | -6% | 56% | 0.1%
COc1ccc(NC(=O)CSc2nc3sc(C)cc3c(=O)n2C)cc1 | 21% | 1% | 3% | 0% | 3.8%
Cc1ccc(S(=O)(=O)N2CCN(C(=O)COC(=O)c3ccc(Cl)c(S(N)(=O)=O)c3)CC2)c(C)c1 | . | . | -9% | . | 1.2%
COC(=O)[C@@H]1C[C@]2(C(=O)O)c3ccccc3N(OOSc3ccccc3)[C@@H]2N1C(=O)OC | -7% | -7% | -4% | -17% | 0.3%
COC(=O)c1cc(NC(=O)Cc2cc(OC)c(OC)c(OC)c2)cc(C(=O)OC)c1 | -5% | 7% | 9% | -15% | 1.8%
C/C(CC(=O)NC(C)(C)C)=N\NC(=O)c1ccco1 | -11% | -6% | -6% | 47% | 1.9%
CCN(CC)C(=O)COc1coc(CN2CCN(c3ccccc3)CC2)cc1=O | 3% | -12% | 9% | -7% | 0.1%
CC12CCC(C)(O1)C1C(=O)N(c3nccs3)C(=O)C12 (stereo not given) | . | . | -27% | . | 0.7%
Cc1ccc(C(=O)Nc2ccc(NC(=O)c3ccc(C)o3)cc2)o1 | -3% | 4% | 2% | 1% | 1.2%
COc1ccc(C(C)(C)C)cc1NC(=O)COC(=O)C(C)C | 7% | -18% | -2% | -11% | i
C=CCOn1c(=O)c(-c2ccc(Cl)cc2)[n+]([O-])c2ccccc21 | . | . | -7% | . | i
CCCCCCSc1cc(-c2nc3ccc(Cl)cn3c2NC2CCCCC2)ccc1OC | -2% | -49% | -4% | 0% | i
O=C(O)c1ccccc1C(=O)NCCCn1ccnc1 | 2% | -2% | -3% | 7% | 1.1%
CC1=C(C(=O)OCc2ccccc2)C(c2ccc(C#N)cc2)NC(=O)N1CCCC(=O)O (stereo not given) | 2% | -1% | -1% | 1% | 0.0%
COc1ccc(-n2nc(C(=O)NCC(=O)NCCCN3CC(C)CC(C)C3)c3ccccc3c2=O)cc1 (stereo not given) | 1% | 6% | 8% | 6% | i
Cn1cccc1Cc1nnc(SCC(=O)NCc2ccco2)n1CCc1ccccc1 | . | -16% | 9% | . | 0.7%
CSC1=C(C#N)C(c2sccc2C)CC(=O)N1 (stereo not given) | 0% | 0% | -4% | -13% | i
O=C1CC(c2ccco2)CC(O)=C1C=NCC1CCNCC1 (stereo not given) | 4% | 10% | -15% | 4% | 1.3%
COc1cc(N2CCOCC2)ncn1 | -9% | 4% | -3% | -10% | 1.3%
CC(=O)c1ccc(NC2c3ncccc3C(=O)N2Cc2ccc(F)cc2)cc1 (stereo not given) | -2% | 1% | -8% | 5% | i

No new results follow: two of the compounds above.
SMILES | H37Rv inhibition | PhoP GFP inhibition | influenza NS1A | M. tuberculosis | inhibitors of VEEV | others
O=C1CC(c2ccco2)CC(O)=C1C=NCC1CCNCC1 (stereo not given) | 4% | 10% | -15% | 4% | 1.3%
COc1cc(N2CCOCC2)ncn1 | -9% | 4% | -3% | -10% | 1.3%

Remaining list, next part
SMILES | H37Rv inhibition | PhoP GFP inhibition | influenza NS1A | M. tuberculosis | inhibitors of VEEV | others
O=C(c1c(F)cccc1F)N1CCN(S(=O)(=O)c2ccc3c(c2)OCCO3)CC1 | -1% | . | 3% | 6% | i
COc1ccc(NC(=O)CSc2nnc(CCC(=O)Nc3ccc(C)c(Cl)c3)n2C)cc1 | -7% | -12% | 4% | -12% | 0.4%
CC(C)c1cccc(C(C)C)c1NC(=O)COC(=O)c1ccc(OCC(=O)Nc2cccc(C(F)(F)F)c2)cc1 | 49% | -3% | 10% | ? | i
N#Cc1cccc(NC(=O)CSc2sc3c(O)cc(=O)[nH]c3c2C#N)c1 | 6% | 14% | 13% | -15% | 2.6%
COc1cc(NS(=O)(=O)c2ccc(NC(=O)/C=C/C(=O)O)cc2)nc(OC)n1 | 2% | 15% | -3% | 8% | 0.9%
CN(C)c1ccc(/C=N/NC(=O)c2ccn(C)n2)cc1 | -2% | -6% | 2% | -7% | 2.6%
CCC(CC)C(=O)N1CC(=O)Nc2ccc(Br)cc2C1c1ccccc1 (stereo not given) | -5% | 5% | 11% | 35% | 2.3%
COc1ccc(S(=O)(=O)NCC2CCCN(C(=O)c3ccccc3)C2)cc1 (stereo not given) | -1% | -11% | 0% | 3% | 0.3%
CC(=Nc1ccccc1C(F)(F)F)c1ccncc1 | -4% | 2% | 0% | 6% | 0.5%
COc1ccc(CNC(=O)CNC(=O)c2ccc(Br)o2)cc1OC | -4% | -13% | 3% | 2% | 2.7%
CCc1noc(C)c1C(=O)N1CCN(S(=O)(=O)c2c(C)c(C)cc(C)c2C)CC1 | 2% | 5% | -18% | -13% | 0.9%
COc1ccc(CCNC(=O)c2cc(S(=O)(=O)N3CCOCC3)ccc2N2CCCC2)cc1OC | -8% | 2% | -9% | 0% | 1.5%
CC1CCN(C(=O)CSc2nnc(CNC(=O)c3ccc(S(=O)(=O)N(C)C)cc3)o2)CC1 | -11% | -3% | 1% | 10% | 6.1%
N#Cc1c(N)nc2c(c1N)CC(CCl)O2 (stereo not given) | -2% | -8% | -2% | -4% | 0.8%
CCOc1ccc2ccccc2c1/C=N/NC(=O)c1ccc(C)nc1 | 2% | -5% | -4% | . | 0.5%
COc1ccccc1CN(C)C(=O)c1cnc(C)cn1 | 4% | 0% | 3% | 4% | i
COc1ccc(S(=O)(=O)NN(C)C)cc1N(C)S(=O)(=O)c1ccc(Cl)cc1 | -7% | -1% | -6% | -7% | 0.9%
O=C(Cc1ccc(F)cc1)Nc1nnc(SCC(=O)N2CCCCC2)s1 | 1% | 0% | -4% | 18% | 1.0%
OC(CNCC1CCCO1)COc1ccc(OCC(O)CNCC2CCCO2)cc1 (stereo not given) | 6% | -16% | -3% | . | 1.8%
CC(=O)NC(Cc1ccccc1)C(=O)NC(Cc1ccccc1)C(=O)O (stereo not given) | 0% | 3% | -3% | -4% | 0.9%

3 structures out of the list, ordered by SMILES length, rising:
SMILES | H37Rv inhibition | PhoP GFP inhibition | influenza NS1A | M. tuberculosis | inhibitors of VEEV | others
COc1ccccc1CN(C)C(=O)c1cnc(C)cn1 | 4% | 0% | 3% | 4% | i
O=C(NCCc1ccc(Cl)cc1)C1COc2ccccc2O1 (stereo not given) | 9% | 3% | 7% | 72% | i
c1ccc(Nc2nc(N3CCCCC3)nc(N3CCNCC3)n2)cc1 | 46µM* | 10% | -3% | 74% | 1.0%

Random excerpt: 4 entries already listed, in no set order.
SMILES | H37Rv inhibition | PhoP GFP inhibition | influenza NS1A | M. tuberculosis | inhibitors of VEEV | others
CC(C)COc1ccc(C(=O)NCc2ccco2)cc1 | -3% | 3% | -2% | 69% | 1.8%
Cc1ccc(NS(=O)(=O)c2ccc(Br)cc2)nc1 | 10% | 3% | . | 6% | 0.1%
CCOC(=O)CCc1c(C)c2ccc(OCc3cc([N+](=O)[O-])ccc3OC)c(C)c2oc1=O | -6% | -3% | . | 8% | .
COc1cccc(NC(=O)CN(C)C(C)C(=O)N2CCCCC2)c1 (stereo not given) | 3% | . | -12% | -1% | i

High-throughput results: PubChem BioAssay, Southern Research Specialized Biocontainment Screening Center

Compounds as they come; any-hit rate near 1.4%.
